Screening results as filed in PubChem.
M5 antag – blocks acetylcholine activation of human M5 receptor; P08912; CHO-hM5 cells, Fluo-8 calcium fluorescence, ACh EC80; inhibition, % at 3 µM; hit rate 0.59% among 360,000; AID 624040;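 active = inhibition above a per-plate cutoff, the mean of that plate's test compounds plus 3 SD, cut at about 27% in these data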;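 also: 0% = acetylcholine EC80 with DMSO and 100% = DMSO without agonist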
Target sequence (P08912 whole entry, looked up): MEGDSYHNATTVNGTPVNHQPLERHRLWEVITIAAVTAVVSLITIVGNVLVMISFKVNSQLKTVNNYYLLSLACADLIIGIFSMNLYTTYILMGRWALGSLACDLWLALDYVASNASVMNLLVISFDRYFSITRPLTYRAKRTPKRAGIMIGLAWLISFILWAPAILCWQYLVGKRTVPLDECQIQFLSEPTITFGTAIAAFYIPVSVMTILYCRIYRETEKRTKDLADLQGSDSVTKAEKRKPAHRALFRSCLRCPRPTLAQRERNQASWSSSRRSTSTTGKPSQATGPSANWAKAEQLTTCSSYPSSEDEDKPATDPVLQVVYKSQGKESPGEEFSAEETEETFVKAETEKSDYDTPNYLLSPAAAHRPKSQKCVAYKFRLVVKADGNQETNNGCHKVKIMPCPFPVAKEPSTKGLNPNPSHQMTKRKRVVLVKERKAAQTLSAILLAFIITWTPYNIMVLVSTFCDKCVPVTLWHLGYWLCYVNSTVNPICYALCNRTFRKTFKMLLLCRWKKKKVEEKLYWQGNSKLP
CHRM5 PAM – CHRM5 positive allosteric modulation | CHO-K1 hM5, Fluo-8 calcium, ACh EC20 PAM; 0% = ACh EC20, 100% = ACh EC100 | activation, % at 3 µM | hit rate 0.3% among 360,000 | P08912;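 active = activation above the run cutoff, the mean activation of all test compounds plus 3 SD, cut at about 18% in these data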
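Probe or stimulus: acetylcholine, EC20 level; Assay system: human M5 receptor in CHO-K1 cells; Schedule: compound preincubation 140 s before EC20 acetylcholine addition; Technique: intracellular calcium via Fluo-8 fluorescence; Dosing: single-point, 3 µM nominal; Read-out basis: percent activation from peak-over-basal fluorescence ratio, scaled EC20-to-EC100 acetylcholine; Repeats: one well per compound, no replicates.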
CHRM4 antagonist – CHRM4 antagonism in calcium assay; P08173; hit rate 0.73% among 360,000; CHO-hM4 cells, ACh EC80, Fluo-8 calcium fluorescence; inhibition, % at 3 µM;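 active = inhibition above its plate's cutoff, the mean inhibition of sample wells plus 3 SD, cut at about 27% in these data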;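 also: 0% = acetylcholine EC80 with DMSO and 100% = DMSO without agonist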
Target sequence (P08173 whole entry, looked up): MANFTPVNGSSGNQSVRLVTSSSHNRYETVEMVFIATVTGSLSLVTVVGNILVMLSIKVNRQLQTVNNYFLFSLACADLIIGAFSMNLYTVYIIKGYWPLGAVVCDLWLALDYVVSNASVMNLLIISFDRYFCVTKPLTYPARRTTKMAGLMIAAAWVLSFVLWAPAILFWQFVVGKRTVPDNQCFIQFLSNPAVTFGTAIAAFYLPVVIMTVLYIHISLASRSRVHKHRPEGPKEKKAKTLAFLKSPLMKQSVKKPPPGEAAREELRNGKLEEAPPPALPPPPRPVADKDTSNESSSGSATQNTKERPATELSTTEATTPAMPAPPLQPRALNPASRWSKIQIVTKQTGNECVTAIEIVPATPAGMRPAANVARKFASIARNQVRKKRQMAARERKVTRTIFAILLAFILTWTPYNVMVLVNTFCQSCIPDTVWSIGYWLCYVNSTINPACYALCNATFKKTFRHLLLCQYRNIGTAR
M5 ag – agonists of human muscarinic M5 receptor (CHRM5) | P08912 | CHO-K1 hM5 cells, Fluo-8 calcium fluorescence; 0% DMSO wells, 100% maximal acetylcholine response | activation, % at 3 µM | hit rate 0.19% among 360,000 | AID 624037;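 active = activation above the run's mean over test compounds plus 3 SD, cut at about 23% in these data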;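 also: signal is peak over basal fluorescence ratio across the kinetic read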
M4 PAM – potentiates acetylcholine response at human M4 receptor | P08173 | CHO-K1 hM4/Gqi5, Fluo-8 calcium fluorescence, ACh EC20; 0% = ACh EC20, 100% = maximal ACh | activation, % at 3 µM | hit rate 0.4% among 360,000 | AID 624126;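 active = activation above its plate's cutoff, the mean activation of sample wells plus 3 SD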; also: some results filed as inactive read as strong as hits
M4 ag – agonists of human muscarinic M4 receptor (CHRM4); P08173; CHO-K1 hM4/Gqi5, Fluo-8 calcium fluorescence; vehicle 0%, full acetylcholine response 100%; activation, % at 3 µM; hit rate 0.14% among 360,000;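 active = activation above the run mean over all test wells plus 3 SD, cut at about 32% in these data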;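 also: peak over basal fluorescence ratio per well then scaled between controls; 0% = DMSO wells and 100% = acetylcholine at EC100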
CHO-K1 Ca ag – counter-screen for M1 agonists: effect in parental CHO-K1 cells. activation, % at 3 µM. hit rate 0.48% among 360,000. Fluo-8 calcium fluorescence; scaled to maximal ATP response, vehicle zero; in the data active = activation above about 15%;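 also: untransfected CHO-K1 host cells lacking M1 receptor as counterscreen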
CHO-K1 Ca antag – M1 antagonist counterscreen hit in parental CHO-K1 cells; ATP-induced calcium, Fluo-8 fluorescence; inhibition, % at 3 µM; hit rate 0.6% among 360,000; AID 602250;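 active = inhibition above a per-plate cutoff, the plate's mean sample inhibition plus 3 SD, cut at about 24% in these data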;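 also: 0% = DMSO plus EC80 ATP and 100% = DMSO alone without ATP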
M1 PAM parental – M1 PAM counterscreen hit in parental CHO-K1 cells; ATP EC20, Fluo-8 calcium fluorescence; 0% at ATP EC20, 100% at ATP max; activation, % at 3 µM; hit rate 0.02% among 360,000; AID 602247;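 active = activation above the run cutoff, the mean activation of all test compounds plus 3 SD, cut at about 40% in these data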;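 also: peak over basal fluorescence ratio in a 140 s read after ATP addition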
* hit, by the source's call; / = no result given.

SMILES	M5 antag	CHRM5 PAM	CHRM4 antagonist	M5 ag	M4 PAM	M4 ag	CHO-K1 Ca ag	CHO-K1 Ca antag	M1 PAM parental
C=CCNC(=S)Nc1c(N)n(C)c(=O)n(C)c1=O	7	-2	1	-1	22	1	0.3	-16	12
COP(=O)(OC)c1nc(-c2ccccc2)oc1NCc1ccccc1	-3	5	-4	-3	-1	0	0.2	-7	13
Cc1nnc(NC(=O)CCSc2ccccc2)s1	0	2	9	0	6	1	0.2	-11	24
COCC(=O)Nc1nnc(Cc2ccc(OC)cc2)s1	4	5	1	-1	10	0	0.2	-13	19
COc1cccc(CNC(=O)c2cccnc2Sc2ccc(C)cc2C)c1	18	-9	9	-2	-6	5	3.0	-9	14
CCOC(=O)C1CCCN(C(=O)c2ccc3c(=O)n(Cc4ccccc4OC)c(=S)[nH]c3c2)C1 (stereo unspecified)	9	-6	2	2	-9	12	5.3	-6	13
CCCCS(=O)(=O)CC(COc1ccccc1)OC(=O)c1ccccc1 (stereo unspecified)	-9	-6	-9	-2	-1	4	1.4	-5	9
COc1ccc(NC(=O)COc2nc3ccccc3nc2N2CCOCC2)c(OC)c1	5	-2	10	-2	-2	0	0.1	3	1
Cc1cc(/C=C2\NC(=O)N(Cc3ccc(Cl)cc3)C2=O)c(C)n1C	0	1	5	-2	-2	2	0.8	-5	8
CN=C(c1ccccc1)c1c(C)cccc1C	-1	-2	-12	0	9	0	0.6	-3	0
COCCNC(=O)c1ccc(Cn2c(=S)[nH]c3cc4c(cc3c2=O)OCO4)cc1	-4	0	0	-3	-2	0	1.6	5	9
CCCc1ccc(Oc2cn[nH]c2-c2ccc(O)cc2O)cc1	8	-6	7	3	-6	6	0.2	-10	9
COc1ccc(-c2ccc3c(=O)cc(-c4ccsc4)oc3c2)cn1	16	-6	4	-3	3	4	0.1	4	11
COc1cccc(C(=O)NCCCNC(=O)c2cccnc2)c1	20	-6	2	-1	5	0	-0.1	-2	-3
O=C(CS(=O)(=O)c1ccc2ccccc2c1)Nc1ccccc1Cl	0	2	1	-1	1	0	1.3	-10	14
Cc1ccccc1NC(=O)C1C(=O)Nc2ccccc2C(=O)N1Cc1ccccc1 (stereo unspecified)	-6	6	-4	3	-3	9	/	/	/
CCOc1ccccc1C(=O)NCCc1cnc[nH]1	12	-2	-5	-3	6	0	0.4	-5	-4
O=C(N/N=C/c1ccc(OC(F)F)cc1OC(F)F)NC1CCCCC1	-5	-1	4	-3	-5	4	2.4	-5	24
CCCNC(=O)c1onc(CSc2ccc(F)cc2)c1C(=O)NCC1CC1	13	-5	0	-3	7	0	-0.6	-21	21
O=C(NCc1ccccn1)c1ccc(CNS(=O)(=O)c2cccc(Cl)c2)cc1	7	-2	1	-2	-2	2	1.4	-4	11
COc1ccc(CCNC(=O)CCNC(=O)c2ccc([N+](=O)[O-])cc2)cc1	7	-8	2	0	-6	13	4.3	9	-7
NC(=O)CC[C@H](NC(=O)c1ccc(F)cc1)C(=O)OCC(=O)Nc1c(F)c(F)c(F)c(F)c1F	-5	2	-3	1	8	2	0.2	-9	23
Cc1ccc(S(=O)(=O)NNC(=O)C2CCN(Cc3ccccc3)CC2)cc1	53*	-18	41*	-5	-30	1	0.4	-19	17
Cn1c(N)c(C(=O)/C=C/c2ccccc2)c(=O)[nH]c1=O	47*	-19	-4	-8	0	0	0.8	-7	0
COC(=O)CSc1nnc(-c2sc3ccccc3c2Cl)o1	-5	9	-5	-2	3	1	-0.1	-2	9

4 entries from above, with two lines to a compound:
The line under a structure holds: M5 antag | CHRM5 PAM | CHRM4 antagonist | M5 ag | M4 PAM | M4 ag | CHO-K1 Ca ag | CHO-K1 Ca antag | M1 PAM parental
CCCc1ccc(Oc2cn[nH]c2-c2ccc(O)cc2O)cc1
 : 8 | -6 | 7 | 3 | -6 | 6 | 0.2 | -10 | 9
COc1ccc(-c2ccc3c(=O)cc(-c4ccsc4)oc3c2)cn1
 : 16 | -6 | 4 | -3 | 3 | 4 | 0.1 | 4 | 11
COc1cccc(C(=O)NCCCNC(=O)c2cccnc2)c1
 : 20 | -6 | 2 | -1 | 5 | 0 | -0.1 | -2 | -3
O=C(CS(=O)(=O)c1ccc2ccccc2c1)Nc1ccccc1Cl
 : 0 | 2 | 1 | -1 | 1 | 0 | 1.3 | -10 | 14

(cont.)
SMILES	M5 antag	CHRM5 PAM	CHRM4 antagonist	M5 ag	M4 PAM	M4 ag	CHO-K1 Ca ag	CHO-K1 Ca antag	M1 PAM parental
COC(=O)c1ccc(N2CCN(C(=O)c3ccccc3)CC2)c(NC(C)=O)c1	6	1	2	-2	-1	0	0.6	-11	27
CCCCNC(=O)CC1N=C2c3ccccc3N=C(SCC(=O)Nc3cccc(OC)c3)N2C1=O (stereo unspecified)	2	-2	4	1	5	2	0.1	-1	9
CCOC(=O)c1c(-c2ccccc2)oc2ccc(OCC(=O)NN)cc12	8	9	-7	3	2	0	0.7	-6	21
CCOC(=O)c1oc2cc(O)c(CC)cc2c(=O)c1-c1ccc2c(c1)OCCO2	3	-10	3	2	0	7	3.3	-2	8
CCNc1c([N+](=O)[O-])ncn1C	-1	4	17	-1	-2	-1	11	3	5
COCCN(CC(=O)Nc1ccccc1C(F)(F)F)C(=O)c1ccc(-n2cccn2)cc1	4	-1	-14	3	5	9	1.2	-23	7
COc1ccc(N2C(=O)c3ccccc3NC2c2ccc(OC)c(CN3CCOCC3)c2)cc1 (stereo unspecified)	1	6	-6	2	-4	4	0.5	-6	10
CCOC(=O)c1nc(Nc2ccccc2C)c2ccccc2n1	7	-2	-7	4	1	5	1.1	-12	-4
Cc1ccc(C)c(N2CCN(C(=S)Nc3ccc4nc(N5CCN(C)CC5)cc(C)c4c3)CC2)c1	2	-4	3	-10	-16	10	3.0	-4	6
O=C(c1ccc2nc[nH]c2c1)N1CCN(c2cccc(C(F)(F)F)c2)CC1	9	0	-3	0	1	7	4.6	3	-20
O=C(N/N=C\C=C\c1ccco1)c1cncc(Br)c1	7	0	-5	1	-12	1	0.2	-7	15
Cn1c(-c2ccc3ccccc3n2)[n+](C)c2ccccc21	7	-4	2	0	-4	1	-0.7	7	-18
CCOC1=C2[C@@H](CN(S(=O)(=O)c3ccc(C)cc3)[C@H]2c2ccc(CC)cc2)[C@H]2C(=O)N(c3ccccc3)C(=O)[C@H]2C1	-13	6	-14	1	8	0	-0.1	3	4
CC(=O)N1CCCc2cc(S(=O)(=O)NCc3ccc(C)cc3)ccc21	3	-17	2	-3	-8	5	3.3	10	-6
Nc1c(S(=O)(=O)c2ccccc2)c2nc3ccccc3nc2n1CCN1CCOCC1	8	-12	-1	-1	-5	1	0.2	-9	10
Clc1ccc(-c2nnc(C3CCCCC3)o2)cc1	4	-4	4	-9	-5	-1	0.6	-3	14
CC(=O)OCCCNc1cc(Sc2nc3ccccc3s2)c2nonc2c1[N+](=O)[O-]	-3	8	6	2	-8	0	-0.2	-21	18
Cc1cc(C(C#N)c2ccccc2)n2ncnc2n1 (stereo unspecified)	11	-1	1	-5	1	0	0.3	-5	11
COc1ccc(C(=O)C[n+]2cn(C(F)F)c3ccccc32)c(F)c1	13	1	4	2	-4	6	1.6	-4	11
O=C(/C=C/c1ccco1)NC(=S)Nc1cccc(-c2nc3ccccc3o2)c1	9	-5	-6	-5	-6	1	0.6	-14	10
O=C(Cn1ncc2c1-c1ccccc1OC2)N1CCN(Cc2ccc3c(c2)OCO3)CC1	6	-9	-4	2	-3	10	2.8	-2	-5
Cc1nn(-c2ccccc2)c(C)c1C(=O)OCc1ccc(C#N)cc1	2	-10	-7	-3	-5	4	0.7	-5	-7
O=S(=O)(Nc1ccc(Cl)c(Cl)c1)N1CCOCC1	-2	2	7	-3	4	3	1.2	1	-22
COC(=O)C1=C(C)N(Cc2ccccc2)C(=NCC(C)C)N[C@H]1c1cccc(F)c1	7	4	6	10	9	24	8.2	17	-12
O=C(NC1CCCCC1)c1ccc(CNc2nc(=S)[nH]c3ccccc23)cc1	2	4	1	-2	-3	1	0.0	-1	-6
Later entries.
SMILES	M5 antag	CHRM5 PAM	CHRM4 antagonist	M5 ag	M4 PAM	M4 ag	CHO-K1 Ca ag	CHO-K1 Ca antag	M1 PAM parental
CO/N=C(/CS(=O)(=O)Cc1ccccc1Cl)c1ccc(Cl)cc1Cl	6	-6	14	-1	-18	-2	0.7	-8	21
CCc1cccc(NC(=O)c2ccc(CNc3c(N4CCCC4)c(=O)c3=O)cc2)c1	9	8	2	-2	23	0	0.5	-6	9
CCOc1ccc(C(=O)NC(C(=O)NCCc2ccc(S(N)(=O)=O)cc2)C(C)C)cc1 (stereo unspecified)	3	2	1	-3	-4	1	0.2	-3	11
CN(c1ccccc1)S(=O)(=O)c1cccc(NC(=O)CSc2nncn2C)c1	-8	4	2	-2	-1	3	2.0	-8	29
COc1ccc2cc(C(=O)/C=C/c3cc(OC)c(O)c(OC)c3)ccc2c1	13	-2	-3	2	-3	10	2.9	-9	10
CS(=O)(=O)N1Cc2ccccc2CC1C(=O)Nc1ccccc1C(N)=O (stereo unspecified)	2	-2	-12	-2	5	2	0.8	-12	17
COc1ccc(OC)c(S(=O)(=O)N2CCC(C(=O)NC3CCCCC3)CC2)c1	-14	12	-26	1	3	3	0.3	-18	10
COc1ccc(Cl)cc1NC(=O)C(C)N1CCN(c2ccccn2)CC1 (stereo unspecified)	1	-2	-3	-5	-4	1	-0.4	2	-4
Clc1cccc(-c2cc3nc(NCCOc4ccccc4)ccn3n2)c1	-1	2	-11	0	10	1	-0.2	2	-5
Cc1c(NC(=O)c2cc(S(=O)(=O)N3CCCCC3)ccc2Cl)c(=O)n(-c2ccccc2)n1C	-6	15	7	4	1	1	-0.5	-7	9
Cc1cc(NCCO)c2cc(O)ccc2n1	1	2	-6	0	3	1	-0.2	-12	-4
CCc1noc(C)c1C(=O)N1CCN(S(=O)(=O)c2c(C)cc(C)cc2C)CC1	7	2	2	-1	8	3	0.6	-12	11
CCC(=O)N1CCc2cc(S(=O)(=O)N3CCN(c4ccccc4Cl)CC3)ccc21	4	0	-2	-2	2	1	0.0	8	-21
O=C(N/N=C/c1cc(Cl)c(O)c(Cl)c1)c1cc2c(ccc3ccccc32)o1	4	1	-4	-1	-2	7	1.5	7	-11
COc1ccc(Cl)cc1NC(=O)Cn1c(=O)oc2ccccc21	7	0	2	0	1	2	2.4	-6	7
CCN(C(=O)c1ccc2c(SCC(=O)O)c3c(nc2c1)CCC3)c1cc(Cl)ccc1OC	2	-1	4	-4	0	1	5.8	6	10
CCN1C(=O)C(O)(C2COC(C)(C)CC2=O)c2ccccc21 (stereo unspecified)	-9	16	4	-2	5	0	-0.1	8	7
COc1ccc(Cl)cc1NC(=O)C[n+]1ccccc1	1	5	9	-1	-4	1	0.1	4	-2
O=C(NC1CCCCCC1)c1cc(S(=O)(=O)N2CCCCC2)ccc1N1CCOCC1	6	6	11	-3	-5	0	4.6	-19	22
Cc1cc(/C=C2\C(=N)N3N=C(CC(=O)N4CCOCC4)SC3=NC2=O)c(C)n1-c1ccccc1	16	-6	-2	-3	-3	1	0.5	-8	-11
COc1ccc(NC(=O)CNC(=O)Cc2ccccc2)cc1	6	1	-7	-4	1	0	0.5	-7	6
O=C(Nc1ccc(-n2nncc2-c2ccco2)cc1)c1cc2ccccc2oc1=O	-6	-3	6	0	-11	2	0.3	-2	4
Cc1ccc(NC2CCCN(C(=O)c3ccc(-n4ccnc4)cc3)C2)cc1C (stereo unspecified)	2	4	5	-2	-4	1	1.4	-9	8
